# DRD3 agonist = agonists of human D3 dopamine receptor | D3R DiscoveRx beta-arrestin cells, luminescence, 90 min | max activation, % | 410,000 compounds, 0.58% hits; in the data active means max activation above about 30%; further: 0% is about no effect; mostly tested at two doses, the higher about 12 µM
# Target sequence (P35462 whole entry, looked up): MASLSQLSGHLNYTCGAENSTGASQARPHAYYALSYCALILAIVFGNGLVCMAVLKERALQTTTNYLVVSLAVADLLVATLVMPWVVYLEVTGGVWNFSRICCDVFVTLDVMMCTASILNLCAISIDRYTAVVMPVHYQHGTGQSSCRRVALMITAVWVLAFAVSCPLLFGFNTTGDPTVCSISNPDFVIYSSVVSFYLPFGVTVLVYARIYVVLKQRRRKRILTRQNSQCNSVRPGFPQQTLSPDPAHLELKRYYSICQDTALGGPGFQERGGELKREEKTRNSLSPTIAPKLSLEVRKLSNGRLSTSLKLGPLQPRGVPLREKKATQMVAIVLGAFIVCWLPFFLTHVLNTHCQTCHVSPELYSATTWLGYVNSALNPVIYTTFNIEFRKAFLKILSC
#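 Agonist-mode cell screen: cells plated at 1500/well and incubated overnight at 37 °C, then exposed to library compounds for 90 min at 37 °C. Detection reagent was added for 30–60 min at room temperature, and luminescence was read.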
# KB-3-1 cytotox = kills parental KB-3-1 adenocarcinoma cells. KB-3-1 viability, CellTiter-Glo ATP luminescence, 72 h. Potency, µM (doses to about 46.1 µM), for the others: at the top dose activity change, negative = cytotoxic, most hits filed as cytotoxic. AID 1347075. 400,000 compounds, 1.4% hits; further: potency means the concentration at half of the fitted maximal effect; on the % scale 0 is the no-effect control and ±100 the full control effect; nearly all actives have a fitted effect of over 60% in size
#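 Parental KB-3-1 adenocarcinoma cells in phenol-red-free DMEM with 10% FBS were pin-treated with compounds at several concentrations, incubated 72 h at 37 °C, and viability read by CellTiter-Glo luminescence; concentration-effect curves were fitted after normalization.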
# KB-V1 MDR tox = kills drug-selected multidrug resistant KB-V1 cells | 400,000 compounds, 3.4% hits | Potency, µM (highest dose often 46.1 µM), without a hit: at the top dose activity change, negative = cytotoxicity, usual class: cytotoxic | KB-V1 MDR cells viability, CellTiter-Glo, 72 h | AID 1347076; further: potency means the concentration at half of the fitted maximal effect; on the % scale 0 is the no-effect control and ±100 the full control effect; nearly all actives have a fitted effect of over 60% in size
#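 In this primary screen, KB-V1 cells overexpressing P-gp are incubated with library compounds (lowest to highest concentration) for 72 h at 37 degrees C before a luminescent ATP viability read.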
# Starred values were filed as active, the others as inactive; ? = inconclusive. Unless noted, the call rests on the fitted dose curve; in most records, active means well fitted cell-killing curve with a large enough effect; inconclusive means small, poorly fitted or top-dose-only effect, or effect the other way; inactive means flat fitted curve, though single readings scatter. Only part of the results is shown; rates above refer to the full screens.
SMILES,DRD3 agonist,KB-3-1 cytotox,KB-V1 MDR tox
O=C(NCCc1csc(-c2ccc(F)cc2)n1)c1cccc(F)c1,-5,?,-14%
O=C(CSc1nc2ccccc2n1Cc1cccc(F)c1)N1CCN(c2ccc(F)cc2)CC1,-4,7%,-2%
CCOC(=O)c1c(NC(=O)COc2cccc(C)c2C)sc2c1CCCCC2,8,28%,9%
CCCCNC(=O)C(CC)Sc1nnc(-c2cccc(F)c2)c(-c2cccc(F)c2)n1 (stereo not given),4,1%,?
COc1ccc(-c2nc(CS(=O)CC(=O)NCCc3ccc(Cl)cc3)c(C)o2)cc1OC (stereo not given),5,1%,8%
Cc1ccccc1OCCSc1nc2ccc(NC(=O)c3cccs3)cc2s1,-8,?,-14%
CCCCN(CC)CCCNC(=O)c1nn(C)c2c1CS(=O)(=O)c1ccccc1-2,32*,0%,5%
CCOC(=O)c1cc(S(=O)(=O)N2CCN(c3ccc(F)cc3)CC2)[nH]n1,15,2%,18%
CCN(CC)S(=O)(=O)c1ccc2c(c1)N(CC(=O)NCCCN1CCN(c3ccc(OC)cc3)CC1)C(=O)CO2,-18,4%,14%
COCc1cc(C)nc2sc(C(=O)Nc3ccc(OC(F)(F)F)cc3)c(N)c12,-17,0%,-9%
Cc1ccc(S(=O)(=O)c2nnn(-c3ccc(F)c(Cl)c3)c2N)cc1,1,-5%,-5%
CC(=O)NCCNC(=O)CCCc1nnc2n(C)c(=O)c3sccc3n12,3,13%,?
O=C(Nc1c(C(=O)N2CCN(c3ccccc3F)CC2)oc2ccccc12)c1ccc(Br)o1,-11,-21%,-15%
Cc1cc(Cl)ccc1NC(=O)CN1C(=O)CSc2ccc(S(=O)(=O)N(C)C)cc21,-5,-3%,29%
Cc1ccccc1Cn1c2ccccc2c2cnn(CC(=O)NC3CCC(C)CC3)c(=O)c21 (stereo not given),-10,2%,?
COc1ccc2ncc3c(-c4ccc(C)c(C)c4)nn(CC(=O)Nc4ccccc4)c3c2c1,8,3%,?
Cc1ccc(-c2csc(=Nc3ccccc3)n2Cc2ccc3c(c2)OCO3)cc1,-1,-18%,-8%
Cn1c(=O)c(=O)n(C)c2cc(N3CCCC3)c(NC(=O)c3ccccc3Cl)cc21,7,-4%,-5%
COc1ccc(CNC(=O)CSCc2nc(-c3ccccc3C)oc2C)cc1,-2,-19%,-8%
Cc1cc(F)ccc1NC(=O)c1ccc2nc(Cc3ccccc3)oc2c1,7,-27%,3%

# Brought forward from above: four entries, followed by the next part.
SMILES,DRD3 agonist,KB-3-1 cytotox,KB-V1 MDR tox
Cc1ccc(-c2csc(=Nc3ccccc3)n2Cc2ccc3c(c2)OCO3)cc1,-1,-18%,-8%
Cn1c(=O)c(=O)n(C)c2cc(N3CCCC3)c(NC(=O)c3ccccc3Cl)cc21,7,-4%,-5%
COc1ccc(CNC(=O)CSCc2nc(-c3ccccc3C)oc2C)cc1,-2,-19%,-8%
Cc1cc(F)ccc1NC(=O)c1ccc2nc(Cc3ccccc3)oc2c1,7,-27%,3%
CCn1c(CN2CCOCC2)nc2cc(NC(=O)c3ccc([N+](=O)[O-])cc3)ccc21,-13,16µM*,?
Cc1ccc2onc(CNC(=O)N3CCN(c4cc(Cl)ccc4C)CC3)c2c1,1,-28%,0%
COc1ccc(CNC(=O)CSCc2nc(-c3ccccc3F)oc2C)cc1,1,-11%,4%
CC(=O)N1CCCc2cc(S(=O)(=O)N3CCC(C(=O)Nc4c(C)cccc4C)CC3)ccc21,11,-15%,-8%
Cc1cccc(-c2cc(-c3ccccc3)nc(SCC(=O)Nc3ccccc3)c2C#N)c1,10,14%,2%
Cc1cc(C)cc(NC(=O)C2CCC(CNS(=O)(=O)c3ccc4c(c3)C(C)(C)C(=O)N4C)CC2)c1 (stereo not given),0,18µM*,1%
COc1ccc(CNC(=O)c2cc(C3CC3)nc3c2c(C)nn3-c2cccc(Cl)c2C)cc1,-4,21%,18%
COc1cccc(NC(=O)CSc2nnc3scc(-c4ccc(Cl)cc4)n23)c1,-8,-20%,8%
O=C(CSc1oc(-c2ccc(F)cc2)nc1S(=O)(=O)c1ccc(Br)cc1)NC1CCCCC1,-1,8%,0%
Cc1ccccc1C(=O)Nc1nc(-c2nnn(-c3ccc(C(C)C)cc3)c2C)ns1,1,-14%,-23%
Cc1ccc(OCC(=O)NCC(=O)OCc2cc(=O)n3nc(C)sc3n2)cc1,-15,-2%,?
Cc1cccc(OC(=O)c2snnc2C)c1C,3,0%,-3%
Cc1ccc(-c2nc3ccccn3c2Nc2ccc3c(c2)OCCO3)s1,7,2%,13%
CCN1CCN(C(=O)c2cnn(-c3cccc(Cl)c3)c2C2CCN(C(=O)OC(C)(C)C)CC2)CC1,-15,9%,9%
CCCCN(C)C(=O)c1ccc2c(c1)N(Cc1cccc(F)c1)C(=O)c1ccccc1S2,8,-11%,?
CSc1ccc(CCNC(=O)c2ccc(-c3nc(COc4ccccc4)c(C)o3)cc2)cc1,6,-13%,-20%
COc1ccc(CNC(=O)c2cc(-c3ccc(Cl)cc3)n[nH]2)cc1,-11,1%,1%
CCCCc1cc(=O)oc2cc(C)c3c(C(C)(C)C)coc3c12,-9,-1%,5%
CC(=O)c1cc(C(=O)Nc2cccc(C)c2)c2ccccn12,3,-19%,0%
CNS(=O)(=O)c1cn(CC(=O)N2CCN(c3cccc(Cl)c3)CC2)cc1S(=O)(=O)NC,-3,2%,8%
COCc1nnc(NC(=O)c2cc(OC)c(OC)c(OC)c2)s1,22,-4%,0%
COc1cccc(CNC(=O)Cn2ncn3nc(-c4cccs4)cc3c2=O)c1,3,10%,-20%
CCc1ccc(NC(=O)CN2CCCN(Cc3cccc(Cl)c3)S2(=O)=O)cc1,-9,-10%,-1%
CCOC(=O)C1CCN(C(=O)c2nn(-c3ccc(OC)cc3)c(=O)c3c2c2ccccc2n3C)CC1,8,-2%,-1%
CCC(C(=O)NCc1ccc2c(c1)CCN2C(=O)c1ccc(F)cc1)c1ccccc1 (stereo not given),8,?,9%
CCc1ccc(NC(=O)CCn2c(-c3ccc(OC)cc3)cc(C(C)=O)c2C)cc1,1,-5%,-12%
CC(=O)N1CCc2cc(S(=O)(=O)NC(CC(C)C)C(=O)NCCc3cccc(C)c3)ccc21 (stereo not given),6,-7%,3%
COc1ccccc1CNc1ccc(-c2nc(C(C)C)no2)cc1[N+](=O)[O-],4,-12%,-1%
Cc1c(Cl)cccc1-c1ccc(CNc2ccc3[nH]c(=O)[nH]c3c2)o1,10,2%,?
Cc1cc(C)n(-c2nc3cc(Cl)c(Cl)cc3nc2Nc2c(C)cccc2C)n1,9,-1%,15%
COc1cc(NC(=O)CN2Cc3ccccc3C2=O)cc(OC)c1OC,8,0%,-2%
Cc1nc(-c2ccccc2)sc1-c1ccc(SCC(=O)NCc2ccccc2Cl)nn1,5,-3%,-1%
CCc1c(C)c(C#N)c2nc3ccccc3n2c1Nc1cccc(C(F)(F)F)c1,2,?,-21%
CCOc1ccc(C(=O)Nc2ccc(-c3nc4cc(C(C)C)ccc4o3)cc2)cc1Cl,5,-4%,8%
Cc1c2cnn(-c3ccccc3)c(=O)c2c(C)n1CC(=O)NCc1ccc(Cl)cc1,0,6%,-8%
CC(C)(C)OC(=O)N1CCC(c2c(C(=O)NCCN3CCc4ccccc4C3)cnn2-c2ccc(F)cc2)CC1,-28,1%,15%
CCOC(=O)c1c(NC(=O)c2cc(=O)c3ccc(C)cc3o2)sc(C)c1C,-7,4%,1%
COc1c(Cl)cc(C(=O)Nc2cc(-c3nc4ccccc4[nH]3)ccc2C)cc1Cl,13,-10%,?
CCOc1ccccc1CNC(=O)C1CCCN(S(=O)(=O)c2ccc3c(ccn3C)c2)C1 (stereo not given),7,-11%,-1%
CCCOc1ccc(CNC(=O)c2cc3ccccn3n2)cc1,-9,24%,0%

# Another view of some results above:
# Values run as follows: DRD3 agonist	KB-3-1 cytotox	KB-V1 MDR tox
- O=C(NCCc1csc(-c2ccc(F)cc2)n1)c1cccc(F)c1
→ -5	?	-14%
- O=C(CSc1nc2ccccc2n1Cc1cccc(F)c1)N1CCN(c2ccc(F)cc2)CC1
→ -4	7%	-2%
- CCOC(=O)c1c(NC(=O)COc2cccc(C)c2C)sc2c1CCCCC2
→ 8	28%	9%
- CCCCNC(=O)C(CC)Sc1nnc(-c2cccc(F)c2)c(-c2cccc(F)c2)n1 (stereo not given)
→ 4	1%	?

# Other entries follow:
SMILES,DRD3 agonist,KB-3-1 cytotox,KB-V1 MDR tox
CCc1nn(CCCC(=O)NCc2ccccc2OC)c(=O)c2cc3occc3n12,4,0%,0%
Cc1ccc(C)c(CN2CCCN(Cc3ccc(F)cc3)S2(=O)=O)c1,-2,-22%,3%
CCOc1ccccc1NC(=O)N1CCN(Cc2cc(=O)n3nc(-c4ccc(C)cc4)sc3n2)CC1,5,1%,3%
COc1ccc(S(=O)(=O)N2CCC(N3CCN(Cc4ccccc4)C(=O)C3=O)CC2)cc1,7,1%,20%
Cc1ccc(S(=O)(=O)c2nc(-c3ccc(F)cc3)oc2SCC(=O)c2ccccc2)cc1,4,-12%,-12%
Cn1c(=O)cc(OCCCC(=O)Nc2ccc(F)cc2)c2ccccc21,-16,-10%,?
COc1ccc(NC(=O)CC2C(=O)N(c3ccccc3)C(=O)N2CCc2sccc2C)cc1 (stereo not given),10,0%,0%
Cc1oc2c(c1C(=O)Nc1ccc(F)c(F)c1)C1=NCCN1C=N2,-12,16%,6%
O=C(NCc1ccc(Cl)cc1)c1cc2ccc3cccnc3c2[nH]1,-13,9%,2%
Cc1ccc(C(=O)c2cn(CC(=O)Nc3ccc(C(C)C)cc3)c3nc(C)ccc3c2=O)cc1,-3,5%,8%
O=C(Cn1ccc2cc(S(=O)(=O)N3CCCCCC3)ccc21)NCCc1ccccc1Cl,-11,-1%,-6%
Cc1ccc2c(c1)cc(C(=O)NCc1ccccc1C)n2C,7,-18%,-8%
CCCC(=O)OC1=CN(Cc2ccccc2)S(=O)(=O)c2ccccc21,0,3%,-8%
O=C(CCC(=O)c1ccc(F)cc1)Nc1ccc(Cl)cc1,-19,0%,-9%
OCCN1CCN(C(c2ccccc2Cl)c2sc3nc(-c4ccco4)nn3c2O)CC1 (stereo not given),-14,9%,-3%
CCn1c(CN2CCOCC2)nc2cc(NC(=O)c3ccccc3[N+](=O)[O-])ccc21,-13,5%,23%
COc1ccc(C2CC(=O)N3CN(C4CCCCC4)CSC3=C2C#N)cc1 (stereo not given),0,5%,?
CCOC(=O)c1ccc(NC(=O)Cn2cc(C(=O)c3ccc(CC)cc3)c(=O)c3ccc(C)nc32)cc1,-10,-8%,-1%
CCCCOc1ccc(C(=O)N/C(=C\c2ccc(Br)cc2)C(=O)NC2CCCCC2)cc1,-10,5%,1%
O=C(CS(=O)(=O)c1cccc2nsnc12)N1CCN(c2ccccc2F)CC1,0,1%,-19%
Cn1c(=O)c2c(c3ccccc31)OC(=O)CC2c1ccccc1 (stereo not given),-18,6%,-1%
O=C(CSc1nc2ccccc2n1Cc1ccccc1)NCc1ccccc1,-3,-4%,-6%
O=C1CN(C(=O)c2ccc(S(=O)(=O)N3CCCCC3)cc2)C(c2ccc(F)cc2)c2cc(F)ccc2N1 (stereo not given),4,-24%,24%
Cn1cc(-c2cc3n(n2)CCC(=O)N3CCCC(=O)NCc2ccc(Cl)cc2)c2ccccc21,-15,5%,-8%
COC(=O)c1cc(C)nc2c1c(=O)nc(SCc1c(C)cc(C)cc1C)n2C1CC1,-1,-13%,-4%
Cc1ccc2nc(COc3ccccc3NC(=O)C(C)(C)C)cc(=O)n2c1,1,11%,-2%
O=C(Nc1cc(-c2nc3ccccc3s2)ccc1Cl)c1cc2ccccc2o1,2,2%,-2%
CCCN(CCC)CCNC(=O)Cn1ncc2c([nH]c3ccc(C)cc32)c1=O,3,-1%,-9%
Cc1cc(C)c2c(CC(=O)Nc3ccccc3C(F)(F)F)coc2c1,2,21%,5%
CC(C)c1ccc(-c2noc(SCC(=O)N3CCCCC3C)n2)cc1 (stereo not given),0,16%,-6%
O=C(C1CCN(S(=O)(=O)c2cccc3nonc23)CC1)N1CCN(c2ccccc2F)CC1,5,-9%,4%
CC(=O)c1cccc(NC(=O)CN2C(=O)CN(C)C(=O)c3ccccc32)c1,2,0%,28%
CC(=O)Nc1ccc(S(=O)(=O)Nc2cccc(-c3ccc(N4CCC(C)CC4)nn3)c2)cc1,-6,7%,0%
COc1ccc(-c2nc3ccc(Cl)cn3c2Nc2ccc(C)cc2)cc1,-3,-3%,-5%
COc1cc2nc(NCC(C)c3ccccc3)n3nc(-c4ccccc4)nc3c2cc1OC (stereo not given),-12,-2%,-3%
Cc1cc([N+](=O)[O-])ccc1NC(c1nnc(-c2ccccc2)o1)c1ccccc1F (stereo not given),2,-1%,-9%
COc1ccc(Cl)cc1NC(=O)c1nn(C)c2c1CS(=O)(=O)c1ccccc1-2,4,14%,0%

# Source: PubChem BioAssay
